High-throughput results from PubChem BioAssay.
H69AR inhibit: blocks growth of human H69AR lung tumor cells; H69AR lung tumor viability, ATP luminescence, 72 h; active compounds read low; viability, % at 10 µM; hit rate 6% among 85,000;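 active means viability at or below 40%; inactive means viability above 40%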;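 further: multidrug resistant small cell line overexpressing MRP-1 efflux transporter; 100% = mean luminescence of untreated control wells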
ERa SRC1 pot: enhances coactivator binding to human estrogen receptor alpha; P03372; TR-FRET ERalpha-LBD/SRC-Cy5 coactivator binding, 2 h; 100 = basal binding, no effect; coactivator binding (% of control), % at 25.6 µM; hit rate 1.3% among 86,000; AID 639; in the data active means activity above about 200%;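 further: binding measured in presence of low estradiol as agonist stimulus; 0% = peptide alone without receptor and 100% = receptor with peptide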
Lung fibro prol: blocks proliferation of human lung fibroblasts; LL 47 human lung fibroblast viability, ATP luminescence; active compounds read low; viability, % at 10 µM; hit rate 1.1% among 85,000; AID 719;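 active means viability at or below 50% in the single dose screen; inactive means viability above 50%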;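 further: compound exposure lasted 72 h before the ATP readout; 100% = median luminescence of untreated cell-only wells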
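test system = LL 47 human lung fibroblasts | amount = 1,150 fibroblasts seeded per well | medium = 15% FBS in IMEM | times = overnight cell rest, 72 h compound treatment at 37 °C | measured by = CellTiter-Glo luminescence measuring cellular ATP | read-out = viability percentage against median untreated-cell control | benchmarks = cell-only wells, no compound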
MT1-MMP txn act: MT1-MMP promoter transcription activation. HT1080 MT1-MMP promoter luciferase reporter, luminescence, overnight; active compounds read high. activation factor at 10 µM. hit rate 0.16% among 86,000. AID 750;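 active means activation factor of at least 2 for MT1-MMP transcription at 10 µM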
Smad3 FoxH1 inh: blocks human Smad3 binding to FoxH1 peptide | P84022 | TR-FRET Smad3/Dy647-FoxH1 peptide binding, europium anti-His | inhibition, % at 25 µM | hit rate 0.29% among 88,000;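 active means compounds that reduce the energy-transfer binding signal between the protein and its labelled peptide by more than half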;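 further: 0% = Smad3 plus labelled peptide maximal FRET and 100% = peptide-only background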
ERa coact inh: ER-alpha (human) coactivator binding inhibition; P03372; TR-FRET ER-alpha LBD / SRC-1 peptide, estradiol-bound; inhibition, % at 25.6 µM; hit rate 1.7% among 86,000; AID 629; in the data active means inhibition above about 50%;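 further: 0% = receptor plus peptide control and 100% = peptide only without receptor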
ERb coact inh: blocks coactivator binding to human estrogen receptor beta; Q92731; TR-FRET ER-beta LBD / SRC1-Cy5 peptide binding; receptor agonist-loaded with 1 µM estradiol; inhibition, % at 25.6 µM; hit rate 1.3% among 86,000; AID 633;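 active means compounds whose percent inhibition of the receptor-coactivator binding signal exceeds about 50% in the single-dose screen, limit read from the data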;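 further: 0% = receptor plus peptide wells without compound and 100% = peptide-only wells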
HUVEC prolif 384: blocks proliferation of human endothelial cells; HUVEC proliferation, CellTiter-Glo luminescence, 72 h; active compounds read low; viability, % at 10 µM (by protocol); hit rate 1.1% among 86,000; AID 648;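 active means viability at or below 30%; inactive means viability above 30%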;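 further: 100% = median luminescence of DMSO-only cell control wells on each plate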
CD11b adhes enh: enhancers of human CD11b/CD18 binding to fibrinogen; P05107+P11215; K562 CD11b/CD18 adhesion to fibrinogen, ATPlite luminescence; activation, % at 10 µM; hit rate 0.07% among 93,000; AID 1499;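 active means 10 µM primary screen giving 50% or more activity, confirmed by 40% or more on retest at that dose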; further: strong numbers were not always called active
Target sequence (P05107 whole entry, looked up, other chains not shown): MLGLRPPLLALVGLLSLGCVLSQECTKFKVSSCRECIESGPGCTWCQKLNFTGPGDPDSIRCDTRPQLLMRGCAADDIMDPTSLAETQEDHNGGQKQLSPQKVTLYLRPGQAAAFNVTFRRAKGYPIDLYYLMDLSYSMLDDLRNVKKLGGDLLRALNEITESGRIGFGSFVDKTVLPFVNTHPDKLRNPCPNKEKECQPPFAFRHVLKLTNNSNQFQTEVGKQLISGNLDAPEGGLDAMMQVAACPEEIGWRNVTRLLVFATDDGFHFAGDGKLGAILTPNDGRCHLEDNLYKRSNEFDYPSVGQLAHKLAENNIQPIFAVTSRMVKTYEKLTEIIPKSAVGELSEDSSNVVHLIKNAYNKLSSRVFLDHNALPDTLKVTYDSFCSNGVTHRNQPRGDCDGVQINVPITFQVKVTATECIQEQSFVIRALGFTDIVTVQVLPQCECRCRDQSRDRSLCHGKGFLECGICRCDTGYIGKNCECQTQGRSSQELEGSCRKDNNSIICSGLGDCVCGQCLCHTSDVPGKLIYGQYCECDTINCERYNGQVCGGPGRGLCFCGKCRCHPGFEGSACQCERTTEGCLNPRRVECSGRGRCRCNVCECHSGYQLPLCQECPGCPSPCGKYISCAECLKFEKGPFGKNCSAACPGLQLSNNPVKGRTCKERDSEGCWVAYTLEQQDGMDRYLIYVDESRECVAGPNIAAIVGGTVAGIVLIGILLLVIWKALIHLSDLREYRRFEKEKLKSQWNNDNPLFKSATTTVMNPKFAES
Starred values were filed as active, the others as inactive; / = not tested or not shown; [ ] = remark or other dose. This is a subset; the hit share may differ from the screen's.

SMILES	H69AR inhibit	ERa SRC1 pot	Lung fibro prol	MT1-MMP txn act	Smad3 FoxH1 inh	ERa coact inh	ERb coact inh	HUVEC prolif 384	CD11b adhes enh
CC(CN1CCOCC1)OC(=O)c1cccc(Br)c1 (centres undefined)	107	105	107	1.1	7	-3	3	105	-2
COC(=O)C1=CN(CC2CCCO2)C=C(C(=O)OC)C1c1cc(OC)c(OC)c(OC)c1 (centres undefined)	101	100	99	1.1	-4	-9	-8	95	2
Cc1ccc(-c2nn3c(C)nnc3s2)cc1NC(=O)c1cccs1	66	132	97	1.1	-4	1	-13	66	18
Cn1cc(C2NC(=O)c3c(sc4c3CCCC4)N2)c2ccccc21 (centres undefined)	28*	74[fluorescence artefact?]	91	1.2	0	11	22[fluorescence artefact?]	85	/
Cc1nnc(NC(=O)CCCOc2ccccc2)s1	94	114	101	/	7	-3	-8	95	1
CCN(CC)C(=O)c1ccccc1NS(=O)(=O)c1ccc(C)cc1	110	113	102	1.1	-3	-9	8[fluorescence artefact?]	99	0
CC1=C(C(=O)Nc2ccccc2)C(c2ccco2)C(C#N)=C(SCC(=O)Nc2cccc(C)c2C)N1 (centres undefined)	66	114	83	1	-4	9	-5	96	9
O=C(NCc1cccs1)C(NS(=O)(=O)c1cccc2nsnc12)c1ccccc1 (centres undefined)	92	118	93	1.3	7	4	-13[fluorescence artefact?]	83	/
COc1ccc(OC)c(NC(=O)CCNS(=O)(=O)c2cccs2)c1	89	117	101	1.1	-7	-3	2	100	/
Clc1ccc2c(c1)C1OCCC1C(c1ccco1)N2 (centres undefined)	70	103	88	1.4	-4	-12[fluorescence artefact?]	-4[fluorescence artefact?]	92	0
CCc1c(C)nc2c(C#N)c[nH]n2c1=O	102	98[fluorescence artefact?]	/	1.3	0	3	-4	89	-4
Cc1cccc(C)c1OCCCCc1c(C)n[nH]c1C	101	85	96	1	-9	12	10	92	-7
O=C(O)c1cccc(Nc2nc(N3CCOCC3)nc(N3CCOCC3)n2)c1	89	626*[fluorescence artefact?]	107	1.1	17[fluorescence artefact?]	-4	-6	94	4
COC(=O)C1C(=O)c2c([nH]c(C(=O)OCCOC(C)C)c2C)CC1C (centres undefined)	85	103	107	1.3	-2	-12	-3	115	-4
CC(C)Oc1ccc(C2C(C(=O)c3ccco3)=C(O)C(=O)N2CCCN(C)C)cc1 (centres undefined)	89	117[fluorescence artefact?]	104	1.2	3	-5	3	92	/
O=C(CN1CCN(c2ccccc2)CC1)Nc1cccc(C(F)(F)F)c1	84	112	94	1.1	7	6[fluorescence artefact?]	2[fluorescence artefact?]	105	-2
Cc1ccc2c(c1)CC1(CN2C)C(=O)OC2(CCCCC2)OC1=O	64	106	90	1.2	-2	-12	-15	99	6
CC(c1ccccc1)C(CC(=O)O)C(=O)NC1CCCCC1 (centres undefined)	105	106[fluorescence artefact?]	102	1	-6	9	17	97	0
Cn1c(CSc2nc3ccccc3s2)nnc1SCC(=O)NCCN1CCOCC1	84	117	86	1.3	-4	1	-3	89	1
O=C1c2ccccc2-c2onc3ccc(NCc4ccco4)c1c23	34*	23[fluorescence artefact?]	87	1.1	-13[fluorescence artefact?]	11[fluorescence artefact?]	29[fluorescence artefact?]	54	-1
CCC(CC)C(=O)NC12CC3CC(CC(C3)C1)C2	95	95	99	1	3	1	0	106	-4
Clc1ccc(-c2nn3c(-c4ccccn4)nnc3s2)c(Cl)c1	68	192[fluorescence artefact?]	100	1	-4	-2[fluorescence artefact?]	-5	96	52
Cc1ccccc1NS(=O)(=O)c1ccc(N2CCCC2=O)cc1	26*	112	49*	0.6	-15	-3	-12	63	1
CN(Cc1nc2ccccc2n1C)S(C)(=O)=O	92	128	100	1.2	1	-5	-2	96	0
CC(C)(C)NC(=O)COC(=O)c1ccc(S(=O)(=O)N2CCCCCC2)cc1	93	105	102	1	-3	-6	-1	87	-2
O=C(c1ccc(Cl)cc1)C1CCN(C(=O)NC2CCCCC2)CC1	92	111	95	0.9	-3	-5	3[fluorescence artefact?]	102	-3
O=C(COc1ncnc2ccccc12)c1ccc2c(c1)OCCO2	94	120	98	1.4	-4	0	3	100	-4
Cc1c(CC(C)C)nc(N)c(C#N)c1-c1ccccc1	24*	93	92	1	2	25	4	84	-4
Cc1ccc(-n2[nH]c(C)c(C=Nc3ccc(C)cn3)c2=O)cc1	48	105	79	0.9	-1	-30	-29[fluorescence artefact?]	83	30
Cn1cnnc1SCC(=O)n1c2ccccc2c2ccccc21	97	112	99	1	-3	-6	4[fluorescence artefact?]	95	3

Some entries already given with just Smad3 FoxH1 inh, ERa SRC1 pot and CD11b adhes enh.
mol,Smad3 FoxH1 inh,ERa SRC1 pot,CD11b adhes enh
CCC(CC)C(=O)NC12CC3CC(CC(C3)C1)C2,3,95,-4
Clc1ccc(-c2nn3c(-c4ccccn4)nnc3s2)c(Cl)c1,-4,192[fluorescence artefact?],52
Cc1ccccc1NS(=O)(=O)c1ccc(N2CCCC2=O)cc1,-15,112,1
CN(Cc1nc2ccccc2n1C)S(C)(=O)=O,1,128,0

Carrying on:
SMILES	H69AR inhibit	ERa SRC1 pot	Lung fibro prol	MT1-MMP txn act	Smad3 FoxH1 inh	ERa coact inh	ERb coact inh	HUVEC prolif 384	CD11b adhes enh
CCn1c(SCC(=O)c2cc(C)n(CC3CCCO3)c2C)nc2ccccc21 (centres undefined)	80	95	92	1.7	-6	-4	9[fluorescence artefact?]	97	-1
Cc1c(Cl)cccc1NC(=O)CSCc1cc(=O)[nH][nH]1	91	115	95	1	7	-2	-2	82	-2
Cc1ccc(S(=O)(=O)C(C#N)c2nc3ccccc3nc2N2CCCC2)cc1C (centres undefined)	96	48[fluorescence artefact?]	109	1.2	7	1[fluorescence artefact?]	9[fluorescence artefact?]	81	-4
COC(=O)CSc1nnc(-c2cccnc2)n1-c1cccc(OC)c1	84	123[fluorescence artefact?]	116	1.2	3	7	0	104	0
CCn1c(COc2ccc(C)cc2)nnc1SCC(=O)C(C)(C)C	98	116	100	1.2	-10	0	-6	123	-2
CC1=C(C)CS(=O)N(c2ccc(S(N)(=O)=O)cc2)C1 (centres undefined)	12*	102	69	1	-3	3	1	95	-7
O=C(CSc1ccccc1)Nc1cccnc1	/	115	98	1.2	-1	-6	-6	99	-2
COCCSc1nc2c(c(=O)[nH]c(=O)n2C)n1CCC(C)C	70	104	99	1.1	-1	4	-16	102	0
c1coc(-c2nnc(-c3cccs3)o2)c1	90	110	98	1.3	4	-3	2	97	/
O=C(O)c1ccc2c(c1)ncn2C1CCCCCC1	82	94[fluorescence artefact?]	96	1	-16	-9	0	86	/
COC(=O)c1cc2sccc2n1CC(=O)N1CCCc2ccccc21	86	76[fluorescence artefact?]	88	1.3	-4	10	7	89	0
O=C1CNC(=O)c2c(nc3n2CCC3)N1	93	108	93	1.1	-3	-3	-7	103	-1
O=c1c2c3nc4ccccc4nc3n(CCN3CCOCC3)c2ncn1CCN1CCOCC1	85	107	104	1	5	3[fluorescence artefact?]	2[fluorescence artefact?]	94	/
Cc1csc(SCc2nnc(-c3ccc(Cl)cc3)o2)n1	84	100	100	1.4	4[fluorescence artefact?]	-2	-9	104	-3
Cc1c(CNCc2cccs2)c(C(=O)O)c(C)n1Cc1ccccc1	97	229*[fluorescence artefact?]	93	1	7	-3	-6	86	/
COc1cccc(OC)c1NC(=O)Cc1nn(C)c(=O)c2ccccc12	88	107	96	1.2	-3	-4	-1	94	-4
CCC1(CC)C(=O)NN(c2ccccc2)C1=O	94	122[fluorescence artefact?]	95	1.1	3	-6	-8	100	/
COc1ccccc1-c1nn2c(-c3ccco3)nnc2s1	64	92[fluorescence artefact?]	95	1.7	3	31	21	95	-2
c1ccc2[nH]c(CSc3nc4ccccc4o3)nc2c1	94	92	103	1.5	-5	5[fluorescence artefact?]	-6[fluorescence artefact?]	87	-9
CCCCn1ccnc1C(=O)c1cc(S(=O)(=O)N2CCOCC2)ccc1C	86	83	99	1.1	17	1	-6	107	0
O=C(N/N=C/C(Br)=C\c1ccccc1)c1n[nH]c2c1CCC2	5.3*	114[fluorescence artefact?]	51	0.9	8	-13	-5	22*	0
CCc1c(C(=O)N2CCOCC2)csc1C	97	88[fluorescence artefact?]	101	1.3	0	-5	-10	110	2
COc1ccccc1-c1cc2nc(C)c(CCC(=O)NC(C)CCc3ccco3)c(C)n2n1 (centres undefined)	94	89	99	/	2	-6	-6	101	3
CCCOc1ccc(-c2nc(C#N)c(N3CCC(C(N)=O)CC3)o2)cc1	91	90	107	1.2	7	-3	-12[fluorescence artefact?]	115	-3
CC(C)(C)NC(=O)C(c1ccco1)N(Cc1ccc(F)cc1)C(=O)c1snc(C(N)=O)c1N (centres undefined)	91	99	/	1	-8	2	-7	95	2
Clc1ccc(C2=CC(c3ccco3)n3ncnc3N2)cc1 (centres undefined)	77	110[fluorescence artefact?]	89	1.1	-1	3	-6	91	/
CC1=CC(=C2C(=O)c3ccccc3C2=O)C=C(C)N1Cc1ccco1	48	84[fluorescence artefact?]	97	1.7	13	10	16	78	-2
CCC(=O)Nc1ccc(C(=O)c2ccccc2)cc1	95	85[fluorescence artefact?]	93	1.3	8	1	-9	94	2
C=CCSC1=N/C(=C\c2cc(OC)c3c(c2)OCO3)C(=O)S1	92	89	92	0.9	-5	37	22	93	-3
CC1=Nc2ccccc2N=C(NC(=O)CSc2nnnn2-c2ccccc2)C1c1ccccc1 (centres undefined)	69	105	85	0.8	7	3	5	71	-3
O=C(NCCCn1ccnc1)c1cn(Cc2ccc(F)cc2)nn1	97	118	109	1.2	9	3	-5[fluorescence artefact?]	103	-2
COc1ccc(C)c(Cn2c(-c3nonc3N)nc3ccccc32)c1	21*	129	42*	1.1	3	-12	1	41	0
COc1c(F)c(F)c(C(=O)O)c(Nc2ccc(C)cc2)c1F	103	113[fluorescence artefact?]	105	1.2	0	-3	5	95	/
CCCCOc1cccc(C(=O)Nc2ccc(N3CCN(CC)CC3)cc2)c1	43	95	79	1.1	1	20	31	72	3
COc1cccc(NC(=O)c2ccc(CN3CCN(c4ccccc4)CC3)cc2)c1	76	103	84	1.5	4	-10	-7	71	/
CCN(CCCNC(=O)C1CCC(=O)N1Cc1ccc(F)cc1)c1cccc(C)c1 (centres undefined)	82	107	94	1.3	-2	-36	-32	93	/
CCn1c(SCC(=O)C(C)(C)C)nnc1-c1cccnc1	89	121[fluorescence artefact?]	103	1.1	2	-1	-3	100	2
CCOC(=O)CN(C(=O)CNC(=O)c1ccco1)C(C(=O)NC1CCCCC1)c1cccs1 (centres undefined)	110	90	101	1	-3	-35	-16	103	/
CCn1cc(C(=O)O)c(=O)c2cc(OC)ccc21	93	111	100	1	7[fluorescence artefact?]	-4	-3	93	-4
CC1(c2ccc3c(c2)OCO3)NC(=O)N(CC(=O)NCCC2=CCCCC2)C1=O (centres undefined)	100	112	103	1.3	-8	1	1	100	1
CN(C)CCNC(=O)c1ccc(COc2ccc(Cl)cc2Cl)cc1	1.4*	77	25*	1	-5	10	0	2.4*	/
O=C(CCSc1nnc(-c2ccncc2)o1)Nc1ccc(Cl)cc1	77	103	90	1	14	-2	6	98	-2
O=C(Nc1ccc(Cl)cc1)C1=Cc2ccccc2OC1	72	98	87	1.5	8	-2	1	51	-2
Cc1ccc(S(=O)(=O)N2CCOCC2)cc1C(=O)N1C(=O)c2cccc(N)c2C1=O	94	125	92	1.1	8	11[fluorescence artefact?]	16	91	0
